UBC13 inh – blocks human UBC13 polyubiquitin chain formation; TR-FRET; hit rate 0.47% among 330,000; inhibition, % at 20 µM; AID 485273; P61088; in the data active = inhibition above about 45%, passing the limit was not always enough; inconclusive = no clear call, values can overlap the other calls
Target sequence (P61088 whole entry, looked up): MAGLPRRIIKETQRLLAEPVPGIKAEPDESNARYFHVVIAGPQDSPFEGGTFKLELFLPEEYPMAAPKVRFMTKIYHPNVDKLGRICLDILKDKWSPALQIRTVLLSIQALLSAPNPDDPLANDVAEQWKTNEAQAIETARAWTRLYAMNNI
SENP8 block – blocks the human protease SENP8; inhibition, % at 10 µM; hit rate 1.2% among 330,000; Q96LD8; AID 2540; purified SENP8, Z-RLRGG-aminoluciferin cleavage, luminescence
Target sequence (Q96LD8 whole entry, looked up): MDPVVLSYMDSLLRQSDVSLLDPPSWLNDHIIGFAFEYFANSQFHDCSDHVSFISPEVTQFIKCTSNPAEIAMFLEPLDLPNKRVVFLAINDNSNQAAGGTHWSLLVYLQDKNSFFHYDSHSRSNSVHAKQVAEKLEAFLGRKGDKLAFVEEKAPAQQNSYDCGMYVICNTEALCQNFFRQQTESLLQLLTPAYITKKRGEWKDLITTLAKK
Gli-Sufu antag – Gli-Sufu pathway antagonism; inhibition, % at 5 µM; Sufu-KO-LIGHT fibroblasts, Gli luciferase reporter luminescence; hit rate 0.74% among 340,000;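 active = inhibition above about 55%, limit read from the data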;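 note: 0% = DMSO-treated cells and 100% = wells with medium but no cells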
Apaf-1 inh – blocks human Apaf-1 apoptosome activity; O14727; reconstituted apoptosome caspase-3 activity, DEVD-Rh110 fluorescence; inhibition, % at 20 µM; hit rate 0.71% among 330,000; AID 489030; active = inhibition of at least 40% at 20 µM;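 note: plate controls were DMSO wells for no effect and DEVD-CHO caspase inhibitor wells for full effect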
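System: Apoptosome proteins | Medium: Hepes pH 7.5 with detergent and BSA | Also added: Cytochrome c trigger plus (Z-DEVD)2-Rh110 caspase-3 substrate | Incubation: 30 min compound preincubation, 50 min activation, room temperature | Detection: Rhodamine 110 fluorescence at Ex 480/Em 540 nm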
EBI2 block – blocks human EBI2 receptor beta-arrestin signaling | AID 651636 | hit rate 0.81% among 360,000 | inhibition, % at 5 µM | P32249 | EBI2 beta-arrestin recruitment, luminescence, 7a,25-OHC stimulated; in the data active = inhibition above about 38%;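 note: enzyme fragment complementation signal reports receptor beta-arrestin coupling in cells; 0% = agonist plus DMSO wells and 100% = wells without agonist; some results beyond the cut were filed as inactive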
CCR6 antagonist – antagonists of human CCR6 receptor | P51684 | CHO-K1 CCR6 PathHunter beta-arrestin, luminescence, CCL20-stimulated | inhibition, % at 20 µM | hit rate 0.49% among 340,000 | AID 493098;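 active = compounds whose inhibition of the agonist-driven luminescence signal at 20 µM reaches about 50%, limit read from the data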;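 note: cells stimulated with CCL20 at 14 nM final; plate controls were DMSO with CCL20 for no effect and DMSO without agonist for full effect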
Target sequence (P51684 whole entry, looked up): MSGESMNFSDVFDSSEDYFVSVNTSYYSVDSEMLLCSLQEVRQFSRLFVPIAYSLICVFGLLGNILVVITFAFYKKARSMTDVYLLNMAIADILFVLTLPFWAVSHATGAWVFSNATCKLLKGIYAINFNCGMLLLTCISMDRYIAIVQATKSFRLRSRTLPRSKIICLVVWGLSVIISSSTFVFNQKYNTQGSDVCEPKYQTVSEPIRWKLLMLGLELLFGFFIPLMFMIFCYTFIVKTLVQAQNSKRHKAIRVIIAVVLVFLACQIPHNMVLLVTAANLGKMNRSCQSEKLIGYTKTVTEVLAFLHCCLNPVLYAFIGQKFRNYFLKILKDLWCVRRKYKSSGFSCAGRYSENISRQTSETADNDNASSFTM
697 NFkB inh – inhibitors of the PMA/ionomycin-induced NF-kB reporter in 697 B cells | inhibition, % at 4 µM | 697 B-cell NF-kB luciferase reporter, 16 h | hit rate 0.33% among 330,000; in the data active = inhibition above about 35%
Jurkat NFkB inh – lowers PMA/ionomycin-induced NF-kB signal in Jurkat cells; PMA/ionomycin-induced NF-kB luciferase reporter, luminescence; inhibition, % at 4 µM; hit rate 0.53% among 330,000
* marks the source's active call; other numbers are inactive results; ? = inconclusive. Cut-off read from the data, not from the text of the source, unless noted: active = inhibition above about 50%; inactive = the rest. The list is partial (hit frequency here may not be typical).

Sample of the layout:
SMILES	UBC13 inh	SENP8 block	Gli-Sufu antag	Apaf-1 inh	EBI2 block	CCR6 antagonist	697 NFkB inh	Jurkat NFkB inh
O=C1CC2(CCN(C(=O)c3ccccc3[N+](=O)[O-])CC2)Oc2ccccc21	3	-5	7	1	4	4	-4	25
Cc1c(CC(=O)O)c(=O)oc2cc3c(cc12)CCC(C)(C)O3	10	0	-3	-2	-2	2	7	-3
Cn1c(=O)[nH]c(=O)c2c1nc(CN1CCN(c3cccc(Cl)c3)CC1)n2CCc1ccccc1	-5	-15	8	21	27	10	-10	-9
CSCCC(NC(N)=O)C(=O)NCc1cccc(Cl)c1 (centres undefined)	-6	5	-3	-6	0	8	-15	-7

The list itself, from the first entry:
SMILES	UBC13 inh	SENP8 block	Gli-Sufu antag	Apaf-1 inh	EBI2 block	CCR6 antagonist	697 NFkB inh	Jurkat NFkB inh
O=C1CC2(CCN(C(=O)c3ccccc3[N+](=O)[O-])CC2)Oc2ccccc21	3	-5	7	1	4	4	-4	25
Cc1c(CC(=O)O)c(=O)oc2cc3c(cc12)CCC(C)(C)O3	10	0	-3	-2	-2	2	7	-3
Cn1c(=O)[nH]c(=O)c2c1nc(CN1CCN(c3cccc(Cl)c3)CC1)n2CCc1ccccc1	-5	-15	8	21	27	10	-10	-9
CSCCC(NC(N)=O)C(=O)NCc1cccc(Cl)c1 (centres undefined)	-6	5	-3	-6	0	8	-15	-7
C[C@H](NS(=O)(=O)OCC(Cl)(Cl)Cl)C1CC1c1ccccc1 (some centres undefined)	7	-9	-8	-1	-14	-7	6	5
CC(Oc1ccccc1)C(=O)NC1CCN(Cc2ccccc2)CC1 (centres undefined)	-4	4	0	14	-6	21	-13	0
COc1ccc(/C=N/N2CCN(Cc3ccc(C)cc3)CC2)cc1Br	0	0	11	6	-6	-9	20	8
COc1ccc2cc(CCNC(=O)CC(C)(C)C)c(=O)[nH]c2c1	4	-2	-7	-9	-3	-8	10	4
O=C(N=C1SC2CS(=O)(=O)CC2N1c1cccc(Cl)c1Cl)C1CCCO1 (centres undefined)	4	9	-9	-3	0	1	17	14
C#Cc1ccc(C(=O)Nc2ccc(N3CCC(C)CC3)c(C(N)=O)c2)cc1	-8	1	12	9	6	-5	-1	6
C=CCOCCN(C)C1=NS(=O)(=O)c2cc([N+](=O)[O-])ccc21	1	3	3	-6	-23	-6	5	-2
CCCC(=O)c1ccc(N2CCN(C(=O)c3ccc(Br)cc3)CC2)c(F)c1	4	1	10	10	71*	-2	-13	23
CN1CCN(c2ccc(S(=O)(=O)N3CCCCC3)cn2)CC1	-5	-6	4	6	0	1	8	-1
CCOc1ccc(CC(=O)N2CCN=C2SCc2ccc([N+](=O)[O-])cc2)cc1	-7	3	-6	2	5	15	-2	13
CN(Cc1cccc(Cl)c1)C(=O)C1CCN(C(=O)Nc2ccccc2)CC1	5	-11	-7	-6	21	11	-25	-13
COc1ccc(C(CNC(=O)CCC(=O)c2ccc(C)s2)N2CCOCC2)cc1 (centres undefined)	6	-2	12	-5	7	-2	18	16
O=C(NCCCN1CCN(Cc2ccccc2)CC1)C1CCN(S(=O)(=O)N2CCC3(CC2)OCCO3)CC1	2	5	-1	-2	0	2	5	5
O=S(=O)(NC1CCCCC1N1CCN(c2ccccc2F)CC1)c1ccccc1 (centres undefined)	-2	-6	-9	9	6	33	10	-10
CCCC(=O)Nc1c(-c2ccccc2)c(=O)c(C)nn1-c1ccc(Cl)cc1	-8	1	-1	9	-3	6	-4	9
CCOC(=O)c1cc2oc(C(c3nnnn3C3CCCCC3)N3CCOCC3)cc2[nH]1 (centres undefined)	-1	1	-11	14	6	9	10	14
CCOC(=O)C1=C(C)NC(=O)C(C(N)=O)C12CCCC2 (centres undefined)	-8	5	2	9	1	-9	10	-8
COc1ccc(CCNc2cc(N3CCN(C(=O)c4ccccc4F)CC3)ccc2[N+](=O)[O-])cc1OC	-24	-11	-13	28	-5	1	-16	58*
CS(=O)(=O)c1ccc(Cl)c(NC(=O)CN2CCN(C(=O)c3cccs3)CC2)c1	-1	-2	6	-1	-2	6	13	-6
COc1cccc([C@@H]2CC=C(C(=O)O)[C@H](c3cccc(Cl)c3)N2S(=O)(=O)c2ccc(C)cc2)c1	-28	2	-3	15	-3	-14	17	16
Cc1ccc(-c2nc(Nc3cccc(O)c3)c3ccccc3n2)cc1	17	7	3	20	-33	-6	-6	-9

The closing 3 records of the section before lead into the next.
SMILES	UBC13 inh	SENP8 block	Gli-Sufu antag	Apaf-1 inh	EBI2 block	CCR6 antagonist	697 NFkB inh	Jurkat NFkB inh
CS(=O)(=O)c1ccc(Cl)c(NC(=O)CN2CCN(C(=O)c3cccs3)CC2)c1	-1	-2	6	-1	-2	6	13	-6
COc1cccc([C@@H]2CC=C(C(=O)O)[C@H](c3cccc(Cl)c3)N2S(=O)(=O)c2ccc(C)cc2)c1	-28	2	-3	15	-3	-14	17	16
Cc1ccc(-c2nc(Nc3cccc(O)c3)c3ccccc3n2)cc1	17	7	3	20	-33	-6	-6	-9
O=C(CN(C(=O)CCC(=O)Nc1ccccn1)c1ccc(F)cc1)NCCc1ccccc1	0	6	-11	6	8	15	10	6
O=C1Nc2ccc(NS(=O)(=O)c3cccs3)c3cccc1c23	21	3	20	6	17	25	-13	-24
COc1ccc(OCC(=O)Nc2ccc3c(c2)nc(CCn2ccccc2=O)n3C)cc1	-2	10	5	-1	5	11	12	-8
COC(=O)c1nn(-c2ccccc2)c(Cl)c1/C=N/OCc1ccc(C)cc1	-15	1	3	13	9	14	-22	-15
COc1ccc(CCN2CC(C(=O)NCCc3ccccc3)CC2=O)cc1OC (centres undefined)	2	0	-12	-10	-10	-3	-36	-18
CCOc1ccccc1NC(=O)C1CCC(CNc2c(N3CCOCC3)c(=O)c2=O)CC1 (centres undefined)	2	14	1	-1	4	3	15	6
C1CCC(C23CC4CC(CC(C4)C2)C3)NC1 (centres undefined)	5	2	6	0	2	-4	1	-8
COc1ccc(C(=O)NC(=S)Nc2ccc(S(=O)(=O)Nc3cc(OC)ncn3)cc2)cc1	0	-9	1	4	1	18	13	4
COc1ccc(C(C(C(=O)c2ccco2)N2CCOCC2)N2CCOCC2)cc1 (centres undefined)	-2	-2	-5	2	5	9	-11	5
CCOC(=O)c1oc2cc(OCC(=O)OC)ccc2c(=O)c1-c1ccc(OC)c(OC)c1	4	1	1	-23	-10	2	2	3
Cc1cccc(OCC(O)CN2C(C)(C)CC(O)CC2(C)C)c1C (centres undefined)	4	2	5	1	3	-2	26	-3
CCCNC(=S)N1CCN(C)CC1	-14	-10	1	4	0	3	-12	6
CCOC(=O)c1c(-c2ccccc2)n(C)c2ccc(O)cc12	4	-12	-4	4	17	10	-4	-5
CCOc1ccc(NC(=O)CN(C2CCCCC2)S(C)(=O)=O)cc1	2	-2	0	-7	-13	-19	0	1
O=C(CCNC(=O)C1CCN(S(=O)(=O)c2ccccc2)CC1)NC1CC1	8	3	0	-1	-7	-7	7	-12
C/C(=N/NC(=O)CCc1ccccc1)c1ccc2c(c1)OCO2	-2	-12	3	17	-12	11	-23	-17
Cc1ccc(S(=O)(=O)C2(C(=O)Nc3ccc(C(C)C)cc3)CC2)cc1	4	0	-8	-1	2	14	-30	-26
O=c1oc2cc(O)c(Cl)cc2c2ccccc12	?	34	0	-2	-1	-2	-12	6
COc1ccccc1N(CC(=O)NC1CC2CCC1C2)S(=O)(=O)c1ccc(C)cc1 (centres undefined)	0	-6	4	11	8	33	-9	10
Cc1nc(NCCCN2CCOCC2)c2oc3ccccc3c2n1	8	1	8	-8	-7	8	-6	-5
CCOc1ncccc1C(=O)N1CCN(S(=O)(=O)c2ccc3c(c2)OCCO3)CC1	1	-4	-1	1	7	9	1	7
Cc1nc(SCC(=O)N2CCCCCC2)[nH]c(=O)c1C	2	4	12	2	-10	0	13	5
CCOc1cc(NC(=O)c2ccccn2)c(OCC)cc1NC(=O)c1ccc(C)cc1	-1	2	12	-16	3	-7	-18	11
Cc1nnsc1-c1c(C(=O)O)c(C)nn1-c1ccc(OC(F)(F)F)cc1	-15	1	15	-13	-1	-2	9	1
Cc1ccnc(NC(=O)/C=C/c2ccccc2Cl)c1	1	93*	-113	1	20	13	-163	-77

Additional structures follow.
SMILES	UBC13 inh	SENP8 block	Gli-Sufu antag	Apaf-1 inh	EBI2 block	CCR6 antagonist	697 NFkB inh	Jurkat NFkB inh
CCc1cc(Cn2nc(-c3ccccc3)cc2C(=O)NCc2cccs2)on1	8	-11	16	16	24	16	-2	40
O=C(Cn1cnc2ccccc2c1=O)N1CCN(S(=O)(=O)c2ccc(F)cc2)CC1	3	5	1	-1	-11	10	-3	-8
CCc1ccc(N2CC(C(=O)N/N=C/c3ccccc3OC)CC2=O)cc1 (centres undefined)	-6	5	22	9	6	4	8	7
O=C(COc1ccc(S(=O)(=O)N2CCOCC2)cc1)N1CCOCC1	4	-15	-11	9	-10	4	3	-21
Cn1c(CCC(=O)O)nc2cc(S(=O)(=O)N3CCCC3)ccc21	9	9	6	-6	-8	6	13	11
O=C(O)CSCC(=O)N1CCc2c([nH]c3ccccc23)C1C(F)(F)F (centres undefined)	1	-3	4	1	-2	5	-4	-3
Cc1cc(/C=C2/C(=O)N(C)C(=S)N2C)ccc1N1CCCC1	-316	-12	-39	5	7	38	-124	-85
COc1cc2cc3c(N)c(C(=O)Nc4sc(C)c(C)c4C#N)sc3nc2cc1OC	16	5	9	-24	13	49	-3	-3
CC1(C)NC(=O)N(CC(O)CN2C(=O)CCC2=O)C1=O (centres undefined)	3	1	4	-3	-7	-5	16	-1
COc1ccc(-n2cnc3c(sc4nccc(N(C)C)c43)c2=O)cc1	13	4	-17	3	-7	17	26	-2
CCOCCCNC(=O)C(NC(=O)c1ccc(NC(C)=O)cc1)c1ccc(C)cc1 (centres undefined)	16	-1	96*	-6	8	9	-2	2
CCNc1nc(Oc2ccc(OC)cc2)cc(C(F)(F)F)n1	3	0	7	9	7	12	12	13
CCOc1ccc(C(C)=O)cc1CN1C(=O)C(=O)N(CC)C1=O	1	-6	0	-5	5	3	3	-1
CCN(CC)S(=O)(=O)c1ccc(N/N=C/c2cc(OC)c(OC)cc2OC)nc1	-19	-10	6	2	4	15	-2	3
Cc1ccc(S(=O)(=O)N(C)c2ccc(OCC(=O)O)cc2)cc1	2	-6	0	5	-3	2	9	2
COc1ccc(NC(=O)Cn2cnc3sc(C)c(S(=O)(=O)N4CCOCC4)c3c2=O)c(OC)c1	-7	-15	8	-3	-13	-9	6	-12
CCC(C)(C(=O)Nc1ccccc1C)N(C(=O)CNC(C)=O)c1ccc(C)cc1 (centres undefined)	2	0	-9	-5	-9	-2	15	-2
N#CC1(NC(=O)COC(=O)CN2C(=O)c3ccccc3C2=O)CCCCC1	0	-6	-2	5	-3	-4	8	21
O=C(NC(=S)Nc1ccccc1N1CCCC1)c1cccs1	-5	3	-5	25	2	26	-6	-11
COc1cc(C(=O)NC(=S)Nc2ccc3[nH]c(=O)[nH]c3c2)cc(OC)c1OC	2	-3	-10	4	0	-5	8	6
COc1ccc(C(=O)N/C(=C\c2ccc3c(c2)OCO3)C(=O)Nc2cccc(C(=O)O)c2)cc1	-7	3	-6	0	-3	0	5	-10
COc1ccc2c(c1)C(C)CC(C)(C)N2C(=O)CSc1nc2ccccc2s1 (centres undefined)	9	6	10	18	23	13	16	16
c1coc(-c2nc3c([nH]2)CCc2nonc2-3)c1	1	-16	3	-2	-2	6	6	-3
C/C(=N\NC(=O)c1ccncc1)c1cccc(NC(=O)c2ccc(Cl)s2)c1	-8	2	-9	-6	5	9	10	-1
COc1ccc(NC(=O)c2cnc(SC)nc2)cc1	-2	-1	-8	1	10	4	7	35
Cc1ccc2cc(CN(CC(C)C)S(=O)(=O)c3cccc4nonc34)c(=O)[nH]c2c1	-2	9	-1	16	18	-1	-9	2
CCOC(=O)C1(CCOc2ccccc2)CCN(C(=O)c2cncs2)CC1	-5	-3	2	1	-11	12	-5	13
COCC(=O)NC(c1ccccc1)c1ccccc1	6	10	2	0	0	-3	4	3
CCn1c(/C=C/c2ccccc2)nc2ccccc2c1=O	-14	-14	14	2	-8	-6	-16	-8
Cc1nc(Cl)c(C(=O)NCCC(C)C)c(C)c1[N+](=O)[O-]	5	-5	5	4	-7	5	-13	-2

Screening results (PubChem BioAssay)
